# Screening data as filed in PubChem BioAssay.
# CHRM5 PAM: potentiates acetylcholine response at human M5 receptor; P08912; CHO-K1 hM5, Fluo-8 calcium, ACh EC20 PAM; 0% = ACh EC20, 100% = ACh EC100; activation, % at 3 µM; 360,000 tested, 0.3% active; AID 624038;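 active = activation above the run cutoff, the mean activation of all test compounds plus 3 SD, cut at about 18% in these data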
# Target sequence (P08912 whole entry, looked up): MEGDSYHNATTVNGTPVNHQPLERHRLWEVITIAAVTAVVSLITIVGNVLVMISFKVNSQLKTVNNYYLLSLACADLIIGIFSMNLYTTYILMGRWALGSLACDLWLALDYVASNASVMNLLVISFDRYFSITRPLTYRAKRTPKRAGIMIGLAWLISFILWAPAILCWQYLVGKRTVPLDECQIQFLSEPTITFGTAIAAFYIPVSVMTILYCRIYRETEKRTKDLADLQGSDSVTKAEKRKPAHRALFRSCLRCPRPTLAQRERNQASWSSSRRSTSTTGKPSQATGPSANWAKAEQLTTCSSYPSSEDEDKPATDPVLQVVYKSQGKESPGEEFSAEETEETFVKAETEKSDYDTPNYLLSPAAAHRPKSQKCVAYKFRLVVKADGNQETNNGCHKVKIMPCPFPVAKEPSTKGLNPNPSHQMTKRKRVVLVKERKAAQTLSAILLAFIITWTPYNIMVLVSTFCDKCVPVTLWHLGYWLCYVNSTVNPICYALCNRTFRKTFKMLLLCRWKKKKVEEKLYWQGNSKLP
#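 Test system: CHO-K1 hM5 cells / Doses: single-point, 3 µM nominal / Times: Post-acetylcholine fluorescence recording 140 s / Technique: Fluo-8 calcium fluorescence / Measure: Max/basal fluorescence ratio as % of EC20–EC100 ACh window / Benchmarks: low control EC20 acetylcholine (0%), high control EC100 acetylcholine (100%) / Replicates: one well per compound, no replicates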
# TAAR1 agonist: agonists of human TAAR1. Q96RJ0. CHO RD-HGA16 TAAR1, Fluo-8 calcium fluorescence; vehicle wells 0%, saturating PEA agonist 100%. activation, % at 3 µM. 360,000 tested, 0.99% active. AID 624467;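 active = activation above the mean activation of all test compounds in the run plus 3 SD, cut at about 38% in these data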
# Target sequence (Q96RJ0 whole entry, looked up): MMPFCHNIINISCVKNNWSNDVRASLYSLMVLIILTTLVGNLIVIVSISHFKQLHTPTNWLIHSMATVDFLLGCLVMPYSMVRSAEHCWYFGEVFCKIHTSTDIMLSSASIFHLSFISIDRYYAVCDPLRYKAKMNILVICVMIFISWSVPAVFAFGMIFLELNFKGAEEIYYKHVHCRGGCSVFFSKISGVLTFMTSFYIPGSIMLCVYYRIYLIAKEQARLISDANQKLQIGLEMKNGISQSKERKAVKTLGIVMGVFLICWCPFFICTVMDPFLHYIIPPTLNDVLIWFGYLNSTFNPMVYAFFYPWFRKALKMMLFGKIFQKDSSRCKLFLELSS
#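 Test system: RD-HGA16 (CHO) cells co-expressing Gα16 and hTAAR1 / Benchmarks: DMSO vehicle as 0%, PEA at EC100 as 100% / Repeats: no replicates (n 1) / Measure: % activation from peak over basal fluorescence ratio, DMSO-to-PEA scaled / Timing: 17-24 h plating, Fluo-8 75 min 37 °C, 30 min RT / Technique: kinetic Fluo-8 calcium fluorescence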
# CHRM5 agonist: agonists of human muscarinic M5 receptor (CHRM5) | CHO-K1 hM5 cells, Fluo-8 calcium fluorescence; 0% DMSO wells, 100% maximal acetylcholine response | 360,000 tested, 0.19% active | P08912 | AID 624037 | activation, % at 3 µM;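 active = activation above the run's mean over test compounds plus 3 SD, cut at about 23% in these data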;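 note: signal is peak over basal fluorescence ratio across the kinetic read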
# M5 antag: antagonists of human muscarinic M5 receptor (CHRM5); inhibition, % at 3 µM; 360,000 tested, 0.59% active; CHO-hM5 cells, Fluo-8 calcium fluorescence, ACh EC80; P08912;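 active = inhibition above a per-plate cutoff, the mean of that plate's test compounds plus 3 SD, cut at about 27% in these data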;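 note: 0% = acetylcholine EC80 with DMSO and 100% = DMSO without agonist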
# CRFR2-BP antag: CRF-BP/CRF-R2 complex antagonism | inhibition, % at 11.8 µM | 350,000 tested, 0.59% active | HEK293 CRF-R2/CRF-BP, CRF-induced calcium fluorescence;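 active = inhibition of the ligand-induced calcium signal above about 50% at the single tested concentration, limit read from the data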
# CRFR2-BP ag: CRF-BP/CRF-R2 complex agonism; HEK293 CRF-R2/CRF-BP, calcium dye fluorescence (FLIPR); percent of saturating CRF peptide response; activation, % at 13.2 µM; 350,000 tested, 0.46% active; AID 588473;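 active = activation of at least 50%, plus an integration ratio under a set limit after plate pattern correction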;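 note: plate controls were neutral control wells without compound for no effect and CRF at EC100 for full effect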
# CHRM4 PAM: positive allosteric modulators of human muscarinic M4 receptor; activation, % at 3 µM; CHO-K1 hM4/Gqi5, Fluo-8 calcium fluorescence, ACh EC20; 0% = ACh EC20, 100% = maximal ACh; 360,000 tested, 0.4% active; P08173;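 active = activation above its plate's cutoff, the mean activation of sample wells plus 3 SD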; note: some results filed as inactive read as strong as hits
# CHO-K1 Ca PAM: M1 PAM counterscreen hit in parental CHO-K1 cells; ATP EC20, Fluo-8 calcium fluorescence; 0% at ATP EC20, 100% at ATP max; activation, % at 3 µM; 360,000 tested, 0.02% active;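 active = activation above the run cutoff, the mean activation of all test compounds plus 3 SD, cut at about 40% in these data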;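 note: peak over basal fluorescence ratio in a 140 s read after ATP addition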
# TAAR1 antagonist: human TAAR1 antagonism; Q96RJ0; CHO RD-HGA16 TAAR1, Fluo-8 calcium fluorescence, antagonist; inhibition, % at 3 µM; 360,000 tested, 1.5% active; AID 624466;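 active = inhibition above a per-plate cutoff, the mean inhibition of test compounds on that plate plus 3 SD, cut at about 49% in these data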;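 note: 0% = DMSO plus EC80 beta-PEA response and 100% = DMSO alone without agonist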
#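 Test system – hTAAR1-expressing CHO RD-HGA16 cells, Gα16-coupled · Also added – β-PEA at EC80 concentration, post-compound challenge · Compound – 3 µM, single point · Incubation – dye loading 75 min at 37 °C, then 30 min room temperature · Measured by – Fluo-8 intracellular calcium dye fluorescence, real-time kinetic reads · Benchmarks – vehicle and agonist controls · Replicates – singlicate, one well per test compound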
# * = called active by the depositor; . = not tested or not shown. Compounds were not picked by outcome; any-hit rate near 4.2%.
# Value order: CHRM5 PAM	TAAR1 agonist	CHRM5 agonist	M5 antag	CRFR2-BP antag	CRFR2-BP ag	CHRM4 PAM	CHO-K1 Ca PAM	TAAR1 antagonist
1) Cc1ccc2[nH]c(=O)c(C(c3nnnn3CC3CCCO3)N3CCOCC3)cc2c1 (stereo not drawn)
    2	13	0	1	-8	0.2	3	11	1
2) O=C(Nc1cccc2cccnc12)c1cccc([N+](=O)[O-])c1
    4	0	-4	1	2	0.2	1	36	-6
3) COC(=O)CN1C(=O)[C@@H]2[C@H](C1=O)[C@@H]1CC(C(=O)OC)=C[C@@H](C(=O)OC)[C@@H]3C1=C(C(=O)[C@@]3(C)NC(=O)c1ccccc1)[C@@H]2C
    4	3	-3	12	4	0.7	6	9	-9
4) O=C(N/N=C/c1cn[nH]c1-c1ccccc1)c1ccco1
    6	4	5	1	2	-0.8	2	25	-2
5) Cc1c(Cl)cccc1NC(=O)CSCC(N)=O
    3	8	1	-1	-5	0.4	-1	-6	-7
6) O=C(CC12CCC(CC1)C2)NCc1ccc2c(c1)OCO2
    13	4	-4	-9	18	-0.5	3	1	2
7) Cc1ccc(NC(=S)N(CCC(C)C)C(C)c2ccncc2)c(Cl)c1 (stereo not drawn)
    -9	5	2	16	9	3.5	-11	16	-15
8) CCCc1nn(C)c(C(=O)Nc2cccc(C)c2)c1Cl
    -5	1	-1	1	1	-1.1	10	-8	13
9) O=C(Nc1cc(S(=O)(=O)N2CCOCC2)ccc1OCC(F)(F)F)c1ccc(N2CCCC2=O)cc1
    -1	1	-3	8	0	0.4	-3	-9	-4
10) O=C(COC(=O)c1ccc(S(=O)(=O)N2CCOCC2)cc1)NCc1cccs1
    2	6	0	-16	17	1.5	-1	17	4
11) Cc1ccc(NC(=O)C2CCN(S(=O)(=O)c3cccc(C(F)(F)F)c3)CC2)nc1
    3	0	-2	-1	-6	0.0	9	-7	7
12) CC1CCCCN1C(=O)C1CCCN(S(=O)(=O)c2cccc3nsnc23)C1 (stereo not drawn)
    1	3	-1	-3	8	-0.6	-3	-1	-13
13) CC(=O)c1c(C)[nH]c(C(=O)N2CCN(c3ccccn3)CC2)c1C
    -10	4	5	16	-5	-0.5	-15	10	5
14) COc1ccc(NC(=O)c2ccccc2NC(=O)c2ccccc2C(=O)O)c(OC)c1
    5	6	-3	1	4	-0.7	3	-5	-20
15) CC(C)c1ccc(NC(=O)COC(=O)C2CCCCC2)cc1
    16	-5	-9	4	-7	0.9	10	17	-7
16) CCOC(=O)c1cc[n+](CC(=O)c2ccc(F)cc2)cc1
    4	3	-5	-4	1	4.3	1	22	-19
17) O=C(NNC(=O)c1ccccc1-n1cccc1)c1cccc(Cl)c1
    3	0	1	5	-17	0.3	4	7	-5
18) N#Cc1ccc(C(=O)Nc2cc(-c3ccccc3)nn2-c2ccccc2)cc1
    -8	11	-10	14	-1	-1.7	1	17	32
19) CCCCCCCCC(=O)c1c(OC)oc(C=O)cc1=O
    3	1	4	7	-10	4.3	3	18	-9
20) Cc1cc(C)c(S(=O)(=O)c2ccccc2)c(=O)[nH]1
    -4	5	-2	4	-2	0.1	0	-1	-8
21) COc1cccc(C(C)(O)c2nc(-c3ccc(N(C)C)cc3)cs2)c1 (stereo not drawn)
    -12	1	4	23	.	.	-5	2	11
22) CC(=O)Nc1cccc(OCC(=O)NC(C)c2ccc3ccccc3c2)c1 (stereo not drawn)
    4	-1	2	0	1	0.4	-1	16	8
23) O=C(NCCc1ccc(Cl)cc1)c1cc(=O)[nH]c2ccccc12
    4	5	-2	10	-5	-0.3	-5	5	-3
24) O=c1[nH]c2ccccc2n1CCC1CCCCC1
    8	.	1	1	-55	-2.7	12	19	.
25) CC(C)c1ccc(C(C(C(=O)c2ccccc2)N2CCOCC2)N2CCOCC2)cc1 (stereo not drawn)
    -5	-2	-1	9	47	0.0	-2	19	-2
26) Cn1c(SCC(=O)Nc2ccc(NC(=O)c3cccs3)cc2)nnc1-c1ccncc1
    -4	1	2	4	8	-0.6	2	-4	-11
27) Cc1c(C(=O)Nc2ccc(OC(F)(F)F)cc2)sc2nc3n(c(=O)c12)CCC3
    -15	24	6	16	-10	-0.5	-4	12	4
28) Nc1cccc(C(=O)Nc2ccccc2Cl)c1
    0	15	0	-4	-3	0.2	0	-5	-9
29) O=C(Nc1cccc2c1N(C(=O)c1ccco1)CCC2)c1ccco1
    0	2	-1	-2	8	-0.9	-1	1	8
30) CN(C)c1ccc(C(=O)OCC(=O)Nc2cccc(S(=O)(=O)N3CCCC3)c2)cc1
    -18	4	0	6	6	-1.2	-4	-5	29
31) CC(=O)c1ccc(NC(=O)COC(=O)c2ccccc2N=Nc2ccc(N(C)C)cc2)cc1
    -9	4	-2	2	-14	-5.0	-11	6	20
32) CN(C)/N=C/c1ccc(OC(=O)c2cccc([N+](=O)[O-])c2)cc1
    10	0	-2	-1	-13	3.9	9	11	4
33) CCCCN(C)C(=O)c1nc2ccccn2c1CN1CCSCC1
    -2	-1	-1	5	5	1.7	-9	-20	-15
34) O=C(O)c1cccc(Oc2ccccc2[N+](=O)[O-])c1
    -1	0	1	4	3	0.7	9	13	-20
35) CSC1=C(C#N)C(c2sccc2C)CC(=O)N1 (stereo not drawn)
    5	5	-1	-7	33	-3.3	13	13	20
36) CSCCC1C(=O)OC2(C)CC(C)(C)NC(=S)N12 (stereo not drawn)
    4	2	0	4	7	2.1	-1	-3	-8
37) Cc1nc2ncnn2c(C)c1CCC(=O)NCc1ccccc1
    6	10	0	-7	13	-0.1	2	16	1
38) CC(=O)CSc1nc(-c2cccs2)c(C#N)c(=O)[nH]1
    12	9	4	-16	-13	2.0	8	15	-16
39) Cc1cc(N2CCC(C(N)=O)CC2)nc(-c2ccccc2)n1
    -1	1	-2	-3	12	-0.4	4	10	-8
40) O=C(CSc1nnnn1-c1ccc(Cl)cc1)NNC(=O)c1ccc([N+](=O)[O-])cc1
    -5	5	-2	-1	17	-1.6	-12	21	-1
41) O=C(CCNC(=O)c1ccc(Br)cc1)Nc1cccc(S(=O)(=O)N2CCCCCC2)c1
    -11	3	-2	21	3	-1.1	-3	2	19
42) O=C(Nc1ccn(Cc2ccccc2F)n1)c1ccc(COc2ccccc2Cl)cc1
    -10	9	4	8	11	13	-10	11	55*
43) CCC(C)C(CO)NCCCn1ccc(NC(=O)OCc2ccccc2)nc1=O (stereo not drawn)
    1	2	-1	-6	10	-2.0	8	10	-9
44) Cc1cc(OCC(=O)NC(Cc2ccc(Cl)cc2)C(=O)O)c2c(C)c(C)c(=O)oc2c1 (stereo not drawn)
    -1	0	2	5	-5	0.8	6	12	-17
45) CCOc1ccc(OCCN2C(=O)NC3(CCCc4ccccc43)C2=O)cc1 (stereo not drawn)
    -3	3	-3	0	-9	-0.7	-4	15	3
46) COc1ccc(C(=O)CCN2CCc3cc(OC)c(OC)cc3C2)cc1
    3	3	-7	0	11	2.2	8	14	-6
47) CC(C)C(NC(=O)OCc1ccccc1)C(=O)NC(Cc1c[nH]c2ccccc12)C(=O)O (stereo not drawn)
    -1	2	1	2	.	.	7	10	-21
48) COc1cc(CNc2ncnc3c2ncn3[C@H]2CN(Cc3cccs3)C[C@@H](CO)O2)cc(OC)c1OC
    -3	2	2	11	.	.	-1	-11	-23
49) COc1cccc(CNC(=O)COc2cccc3c2OC(C)(C)C3)c1
    -8	-2	-1	-2	-1	-5.0	8	9	-8
50) CCOC(=O)c1sc(NC(=O)C2CC2)cc1C
    -9	0	1	5	19	-1.8	-1	4	-17
51) COC(=O)CCC(=O)OC
    4	2	2	-1	-4	5.9	2	-3	-12
52) CCNc1nc(SCC(=O)OC)nc(N(C)C)n1
    -3	-1	2	11	6	1.4	-2	1	-13
53) CNC(=O)C1CC(=O)N(c2ccc(C)cc2)C1 (stereo not drawn)
    1	0	2	5	4	0.5	10	-1	2
54) O=C(Cc1ccccc1)N1CCN=C1SCc1ccc([N+](=O)[O-])cc1
    -10	9	-7	1	19	-0.1	-11	27	-5
55) S=c1[nH]nc(C2CCCCC2)n1/N=C/c1c(Cl)cccc1Cl
    -2	0	-2	-4	-1	-1.5	-1	-7	-2
56) O=C(NC1CCN(C(=O)Nc2ccccc2Cl)CC1)c1cccc(F)c1
    0	2	-5	-7	-1	0.7	-8	1	-15
57) N#Cc1c[nH]n2c(=O)c3c(nc12)CCC3
    3	2	2	-5	-7	-0.6	9	22	7
58) O=C(Cc1ccccc1)NNC(=O)c1ccccc1C(=O)O
    4	0	3	5	13	-1.6	-4	13	-11
59) CSc1ccc(C=NNc2ccc(S(=O)(=O)Nc3ccccc3C(=O)O)cc2[N+](=O)[O-])cc1
    3	0	3	7	20	-0.4	0	7	-2
60) Cc1ccc(C(=O)Cn2c(-c3ccccc3)noc2=O)cc1
    -8	3	-8	9	1	-2.4	-9	-2	17

# Fetched by compound from the list above, 3 records:
# Value order: CHRM5 PAM	TAAR1 agonist	CHRM5 agonist	M5 antag	CRFR2-BP antag	CRFR2-BP ag	CHRM4 PAM	CHO-K1 Ca PAM	TAAR1 antagonist
50) CCOC(=O)c1sc(NC(=O)C2CC2)cc1C
    -9	0	1	5	19	-1.8	-1	4	-17
22) CC(=O)Nc1cccc(OCC(=O)NC(C)c2ccc3ccccc3c2)c1 (stereo not drawn)
    4	-1	2	0	1	0.4	-1	16	8
10) O=C(COC(=O)c1ccc(S(=O)(=O)N2CCOCC2)cc1)NCc1cccs1
    2	6	0	-16	17	1.5	-1	17	4

# Next part
# Value order: CHRM5 PAM	TAAR1 agonist	CHRM5 agonist	M5 antag	CRFR2-BP antag	CRFR2-BP ag	CHRM4 PAM	CHO-K1 Ca PAM	TAAR1 antagonist
61) Cc1ccc(S(=O)(=O)N(C)CCCC(=O)NCc2ccc3c(c2)OCO3)cc1
    -3	3	-1	-2	2	-0.6	-1	9	-14
62) COc1ccc(CCN(C)CC(O)COC(c2ccc(F)cc2)c2ccc(F)cc2)cc1OC (stereo not drawn)
    -4	24	0	2	-22	6.2	-8	-3	-4
63) Cc1cc(C(=O)COc2ccc(C#N)cc2)c(C)n1C1CC1
    9	0	-2	3	3	-1.3	0	0	-4
64) COc1ccc(Cc2nnc(NC(=O)c3ccc(F)cc3)s2)cc1OC
    5	-1	3	8	-1	0.4	-5	-18	-16
65) CC(C)(C)NC(=O)c1cc(Cl)ccc1[N+](=O)[O-]
    -1	-1	-3	7	-4	-0.4	6	8	-6
66) CCCC(=O)NC(=S)Nc1cccc(C(C)=O)c1
    4	3	-2	-6	-5	-0.5	3	6	-12
67) CCc1c(O)nc(SCC(=O)c2ccccc2)n(-c2ccccc2)c1=O
    -1	1	-3	8	2	0.0	-1	23	-12
